# Screening results: PubChem, National Center for Advancing Translational Sciences (NCATS)
# FLuc counter = firefly luciferase modulation, counter-screen for miR-21 project; AID 588342; purified FLuc, Km substrates, luminescence inhibition; Potency, µM (series often up to 57.5 µM), without a hit: top-dose activity change, negative = inhibition, most hits filed as inhibitors; 360,000 tested, 6.9% active;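 further: potency means the concentration at half of the fitted maximal effect; plate controls were vehicle for no effect and reference inhibitor for full effect; nearly all actives have a fitted effect of over 55% in size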
#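 Purified P. pyralis luciferase (10nM final) with 10uM D-luciferin and 10uM ATP (Km levels) in 50mM Tris acetate pH 7.5, 10mM Mg acetate, 0.01% Tween-20, 0.05% BSA; qHTS 6-point titration, ~60 µM downward; luminescence read.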
# BRCA1 expr up = activators of BRCA1 expression. MCF7-BRCA1-FFLuc reporter, luminescence, 48 h; response scale: scaled: vehicle 0%, 10 µM genistein 100%. Potency, µM (highest dose often 46.1 µM), for the others: at the highest dose activation, hits mostly activators. 380,000 tested, 1.1% active; further: potency means the concentration at half of the fitted maximal effect; nearly all actives have a fitted effect of over 80% in size; some results filed as inactive show a strong effect at the top dose
#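 MCF7 cells carrying a BRCA1-firefly luciferase reporter (2000 cells/well, phenol-red free MEM) were attached for 2 h at 37 °C, then given compounds for 48 h. Luminescence was read 15 min after luciferase reagent; activity normalized to genistein (10 microM) and DMSO.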
# NPC1 prom act = NPC1 promoter activation. Huh7 NPC1 promoter luciferase reporter, 24 h. Potency, µM (top dose mostly 9.22 µM), for inactives: top-dose activation, usual class: activators. 320,000 tested, 2.4% active;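 further: potency means the concentration at half of the fitted maximal effect; % of control where 0% means no effect; nearly all actives have a fitted effect of over 60% in size; reporter is driven by a mutant NPC1 promoter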
#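 Luminescence from an NPC1 promoter-driven luciferase reporter in stably transfected Huh7 cells was measured after 24 h compound treatment at 37 °C, followed by 10 min ambient incubation with luciferase detection reagent.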
# Rab9 prom act = activators of Rab9 promoter; Huh7 Rab9 promoter-luciferase reporter, luminescence, 24 h; Potency, µM (doses to about 9.22 µM), for inactives: at the highest dose activation, negative = inhibition, actives largely listed as activators; 320,000 tested, 2.8% active; AID 485297; further: potency means the concentration at half of the fitted maximal effect; % of control where 0% means no effect; nearly all actives have a fitted effect of over 60% in size
#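 Cell-based reporter: Huh7 stable for Rab9 promoter-driven luciferase, plated in reduced-serum medium with 10% FBS at 1500 cells/well, compound-treated 24 h at 37 °C, luminescence read after 10 min reagent.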
# ELG1 genotoxic = induces genotoxicity in HEK293T cells with luciferase-tagged ELG1; HEK293T ELG1-luciferase reporter, luminescence, 16 h; 330,000 tested, 1.3% active; AID 504466; Potency, µM (highest dose often 46 µM), inactives show top-dose activity change, positive = activation, most hits filed as activators; further: potency means the concentration at half of the fitted maximal effect; % of control where 0% means no effect; nearly all actives have a fitted effect of over 60% in size
#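 Step 1: seed 2,000 HEK293T ELG1-luciferase cells per well. Step 2: add compound or DMSO, incubate 16 hr at 37 °C. Step 3: ONE-Glo, 30 min at room temperature, read luminescence.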
# Tb PFK inh = inhibitors of T. brucei phosphofructokinase | T. brucei PFK, ADP-Glo luminescence | 330,000 tested, 0.17% active | Potency, µM (titrated, usually from 57.5 µM), for the others: at the top dose activity, negative = inhibition, usual class: inhibitors | O15648 | AID 485367;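 further: potency means the concentration at half of the fitted maximal effect; 0% = uninhibited 1x PFK enzyme wells and -100% = no-enzyme wells; nearly all actives have a fitted effect of over 60% in size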
#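 Activity is normalized to no-enzyme wells (full inhibition) and 1.25 nM enzyme wells (no inhibition). Reaction: 0.5 mM F6P, 0.1 mM ATP, 45 min RT, ADP-Glo luminescence; concentration-response curves fitted and classed by quality.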
# Gal4-VP16 FLuc = inhibits Gal4-VP16 luciferase reporter, ROR gamma counter-screen; Drosophila S2 Gal4-VP16 UAS-luciferase, luminescence, 20 h; Potency, µM (titrated, usually from 53.6 µM), for the others: at the highest dose activity, negative = inhibition, hits mostly inhibitors; 310,000 tested, 3.5% active; AID 2546;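 further: Gal4-VP16 expression switched on by copper sulfate through the metallothionein promoter; potency means the concentration at half of the fitted maximal effect; on the % scale 0 is the no-effect control and ±100 the full control effect; nearly all actives have a fitted effect of over 50% in size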
# p53 reactivator = mutant p53 re-activation in reporter cells. H1299 p53-A138V BP100-luciferase reporter, luminescence, 24 h. Potency, µM (doses to about 92.2 µM), without a hit: at the highest dose activity change, positive = activation, most hits filed as activators. 320,000 tested, 0.063% active. AID 504706; further: potency means the concentration at half of the fitted maximal effect; % of control where 0% means no effect; nearly all actives have a fitted effect of over 45% in size
#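 p53-null H1299 cells stably carrying temperature-sensitive p53-A138V and a BP100-luciferase reporter were pinned with compounds (4-point, 1:5 series) and held 24 hrs at 37 deg C. Luminescence was read 10 min after detection reagent.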
# TRPV1 agonist = human TRPV1 agonism; activation, % at 8.33 µM; 320,000 tested, 0.19% active; Q8NER1; TRPV1-expressing cells, Fluo-8 calcium influx, agonist mode; in the data active means activation above about 80%; inconclusive means between about 30% and that limit; further: 0% is about no effect
# Target sequence (Q8NER1 whole entry, looked up): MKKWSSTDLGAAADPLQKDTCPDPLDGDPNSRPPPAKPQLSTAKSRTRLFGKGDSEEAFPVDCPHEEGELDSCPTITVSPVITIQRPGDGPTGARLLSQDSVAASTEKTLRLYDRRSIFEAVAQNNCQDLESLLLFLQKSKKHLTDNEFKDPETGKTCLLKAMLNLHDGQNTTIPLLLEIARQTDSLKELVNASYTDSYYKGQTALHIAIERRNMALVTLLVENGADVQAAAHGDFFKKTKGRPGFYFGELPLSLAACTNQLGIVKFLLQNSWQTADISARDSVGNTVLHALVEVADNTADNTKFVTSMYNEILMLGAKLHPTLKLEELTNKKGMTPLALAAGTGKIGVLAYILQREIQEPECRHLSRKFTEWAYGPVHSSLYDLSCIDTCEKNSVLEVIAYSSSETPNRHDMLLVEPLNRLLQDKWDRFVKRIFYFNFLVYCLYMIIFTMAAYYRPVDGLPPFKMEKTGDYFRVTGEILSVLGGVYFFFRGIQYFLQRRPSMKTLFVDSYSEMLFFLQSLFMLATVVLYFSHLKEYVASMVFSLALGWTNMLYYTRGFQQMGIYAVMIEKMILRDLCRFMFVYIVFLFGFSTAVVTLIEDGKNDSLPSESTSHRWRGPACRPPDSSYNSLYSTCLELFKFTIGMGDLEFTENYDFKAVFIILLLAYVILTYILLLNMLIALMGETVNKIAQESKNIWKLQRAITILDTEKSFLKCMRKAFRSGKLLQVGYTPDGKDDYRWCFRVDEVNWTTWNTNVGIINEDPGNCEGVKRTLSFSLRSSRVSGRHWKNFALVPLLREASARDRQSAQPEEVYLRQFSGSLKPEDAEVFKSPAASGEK
#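 TRPV1-expressing cells were cultured overnight at 35.5C and loaded with Fluo-8 calcium dye for 40 to 90 min at room temperature. After a 10 s baseline, compound was added and calcium influx was read kinetically for 3 min (ex 480/em 520 nm).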
# RORg inh = inhibitors of mouse ROR gamma transcriptional activity; AID 2551; P51450; Drosophila S2 Gal4-RORgamma UAS-luciferase reporter, 20 h; Potency, µM (highest dose often 53.6 µM), without a hit: at the highest dose activity change, negative = inhibition, usual class: inhibitors; 310,000 tested, 5.4% active; further: potency means the concentration at half of the fitted maximal effect; on the % scale 0 is the no-effect control and ±100 the full control effect; nearly all actives have a fitted effect of over 60% in size
#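 Compounds are pin-transferred onto Drosophila Schneider cells expressing a copper-inducible Gal4–ROR gamma transactivation domain fusion. After 1 hr, copper sulfate is added to 700 uM final; luciferase is read 20 hr later.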
# ELG1 repair inh = blocks ELG1-dependent DNA repair in HEK293T cells; Potency, µM (series often up to 46.1 µM), without a hit: top-dose activity change, negative = inhibition, actives largely listed as inhibitors; 330,000 tested, 2.3% active; HEK293T ELG1-luciferase reporter, luminescence, 16 h; DNA damage induced by 5-fluorouridine; further: potency means the concentration at half of the fitted maximal effect; on the % scale 0 is the no-effect control and ±100 the full control effect; nearly all actives have a fitted effect of over 55% in size
#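 Reporter activity after DNA damage by 5-fluorouridine is monitored. Compound-treated cells incubate 16 hr at 37 °C, then ONE-Glo is added for 30 min before luminescence reading.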
# Active calls of the source: *; u = inconclusive; x = no result given; [ ] = remark or other dose. Unless noted, the call rests on the fitted dose curve; in most records, active means well fitted curve in the direction sought with a large enough effect; inconclusive means small, poorly fitted or top-dose-only effect, or another doubt; inactive means no such curve, though single readings can be large; an effect the other way counts as inactive or inconclusive.
SMILES,FLuc counter,BRCA1 expr up,NPC1 prom act,Rab9 prom act,ELG1 genotoxic,Tb PFK inh,Gal4-VP16 FLuc,p53 reactivator,TRPV1 agonist,RORg inh,ELG1 repair inh
O=C1Nc2ccc(Br)cc2C1(O)c1ccccc1 (centres undefined),-1%,-31%,-7%,-1%,-1%,-1%,4%,-4%,-1,8%,11%
O=C(c1ccco1)N1CCN(C(=O)C2CC(=O)N(c3ccc(Cl)cc3)C2)CC1 (centres undefined),0%,-26%,-6%,0%,4%,-1%,10%,-11%,-1,46%,-3%
COc1cccc(N2CCN(C(=O)c3ccc(=O)oc3)CC2C)c1 (centres undefined),-5%,25%,0%,3%,-2%,-2%,0%,7%,x,33%,8%
O=C(NCc1ccncc1)c1cccc(S(=O)(=O)Nc2ccc(SC(F)F)cc2)c1,0%,-24%,-1%,-5%,-2%,-6%,x,4%,-3,x,-4%
Cc1cccc(-n2nnnc2SCc2csc(-c3ccccc3)n2)c1,5%,-20%,-7%,-2%,-3%,13%,-15%,28%,-6,-11%,u
COc1ccc2[nH]c(C(=O)Nc3ccc4c(c3)OCO4)cc2c1,4.8µM*,u,3.2µM*,2.8µM*,17%,-2%,-1%,14%,u,0%,u
Cc1ccc(C2=NS(=O)(=O)N(C)C(C(=O)NCc3ccc(F)cc3)=C2)cc1,-24%,11%,-8%,6%,4%,0%,1%,x,u,-2%,u
CN(CCc1ccccn1)C(=O)CCC1CCCN(C(=O)c2ccsc2)C1 (centres undefined),0%,20%,-2%,-2%,0%,2%,-9%,0%,2,7%,-2%
CCCCN(C(=O)COC(=O)c1ccc(C=O)cc1)c1c(N)n(CCC)c(=O)[nH]c1=O,7%,0%,-2%,0%,-1%,2%,x,-4%,1,x,17%
O=C(Cn1c(-c2cscn2)nc2ccccc21)Nc1cc(F)ccc1F,u,34%,25%,26%,5%,4%,25%,7%,4,8%,u
CC(=O)Nc1ccc(C(=O)COC(=O)CCN2C(=O)C3CC=CCC3C2=O)cc1 (centres undefined),-1%,-1%,2%,12%,5%,-3%,-8%,5%,-4,20%,-2%
COc1cc(OC)c(C(=O)OCC(=O)Nc2cc(C)on2)cc1OC,-1%,-35%,-1%,-2%,2%,1%,6%,0%,0,-8%,-8%
O=C(NCCCn1ccnc1)c1cc(Cl)cc(Cl)c1,-1%,-27%,-5%,0%[1.84 µM],0%,0%,-8%,-7%,3,3%,-3%
Cc1ccc2nc(Nc3ccccc3O)nc(-c3ccccc3)c2c1,5%,-17%,0%,2%,-1%,1%,-10%,2%,0,3%,u
Cc1cc(C(=O)Nc2ccccc2N2CCCCC2)no1,-1%,-10%,0%,-1%,-5%,5%,-2%,4%,u,-7%,-6%
c1ccc(Nc2ccccc2Nc2ccccn2)nc1,-2%,-17%,2%,1%,0%,-4%,3%,-13%,1,-4%,-9%
Cc1cccc(C)c1-n1nnnc1SCC(=O)N1CCNC1=O,2%,-10%,-4%,0%,0%,-1%,x,-8%,0,x,1%
Cc1ccc(C)c(N2CCN(C(=O)CCC(=O)Nc3nnc(CC(C)C)s3)CC2)c1,2%,-2%,0%,-1%,-2%,2%,-4%,4%,4,0%,-1%
CC(=O)N1CCN2C(=O)C1CCCC(=O)c1cc(C)ccc12 (centres undefined),0%,-1%,2%,-3%,1%,2%,1%,-7%,2,0%,16%
O=C(NCC1CCN(Cc2ccc(F)cc2)CC1)C1CCCN(c2ncnc3c2nc2n3CCCCC2)C1 (centres undefined),1%,0%,-5%,-4%,-8%,1%,-5%,4%,3,9%,-19%
Cc1oc(-c2cc(F)ccc2F)nc1CN1CCCN(C(=O)c2ccco2)CC1,-1%,-16%,-3%,-3%,-4%,2%,-7%,3%,0,2%,-1%
O=C(COc1ccc(Cl)cc1Cl)N1CCCN(C(=O)COc2ccc(Cl)cc2Cl)CC1,-9%,-80%,-2%,-2%,-12%,1%,-2%,-1%,10,32%,u
C=CCN1C(=O)C2(OCCCO2)c2cc(CCCC)ccc21,4%,2%,5%,-5%,0%,1%,1%,x,u,19%,-4%
CCC(=O)N(CC)c1nc(-c2cc(OC)ccc2OC)cs1,u,2%,-3%,-7%,-3%,-3%,-20%,4%,1,u,u
Cc1ccc(S(=O)(=O)NNC(=O)c2sc(NS(=O)(=O)c3ccccc3)nc2C)cc1,-3%,0%,-7%,7%,4%,6%,-3%,4%,-1,3%,7%
CN(C)C(=O)CSc1ccc(S(=O)(=O)N2CCOCC2)cn1,3%,8%,-1%,-4%,1%,-6%,x,-9%,-2,x,10%
Cc1c(C(=O)N(CC(C)C)c2c(N)n(Cc3ccccc3)c(=O)[nH]c2=O)sc2nc3n(c(=O)c12)CCC3,3%,-13%,-1%,-6%,0%,2%,x,0%,0,x,0%
O=C(CSc1n[nH]c(-c2ccco2)n1)N1c2ccccc2Sc2ccccc21,5%,0%,11%,-7%,-1%,-21%,-3%,-1%,-4,5%,-15%
COC(=O)c1ccc(OCC(=O)c2ccc(O)cc2O)cc1,6.7µM*,8%,u,4%,10%,-1%,0.89µM*,12%,7,0.079µM*,u
CCCCc1ccc(NC(=O)c2ccc(NS(C)(=O)=O)cc2)cc1,-13%,-1%,-3%,-3%,-2%,-1%,-23%,3%,u,-7%,-3%
CCCNC(=O)C(Cc1ccccc1)NC(=O)c1ccc(-c2ccccc2)cc1 (centres undefined),-3%,14%,1%,-2%,11%,2%,x,14%,1,x,u
CCOc1ccc(CCNC(=O)Cc2nn[nH]n2)cc1OCC,4%,27%,1%,0%,3%,4%,-1%,6%,2,-13%,18%
C=CCn1c(N2CCN(c3ccc(OC)cc3)CC2)nc2c1c(=O)n(C)c(=O)n2C,-4%,-22%,5%,-3%,-10%,-7%,-10%[10 µM],1%,-2,8%,16µM*
Cc1c(/C=N/NC(=O)CNc2ccccc2)c2ccccn2c1C(=O)c1ccc(Cl)cc1,1%,-59%,-1%,0%,-7%,0%,-3%,-3%,0,u,23µM*
COc1cc(NCc2ccccc2O)c2ncccc2c1,-13%,-40%,7%,9%,0%,-3%,-11%,11%,-1,-9%,13%
CSc1ccc(CN(C)C(=O)CSCC(=O)Nc2ccc(C)cc2)cc1,-3%,0%,9%,-4%,1%,-1%,x,-2%,12,x,-1%
CN1CCN(C(=O)C(C(=O)c2ccc(F)cc2)n2ccccc2=O)CC1 (centres undefined),0%,2%,0%,3%,-1%,3%,11%,-2%,-1,-13%,7%
Nc1c(C(=O)CSc2ncccn2)c(=O)[nH]c(=O)n1C1CC1,1%,45%,13%,17%,3%,-9%,x,12%,-1,x,u
COc1ccc2c(c1)c1ncn(CCN3CCNCC3)c(=O)c1n2C,-2%,0%,-2%,-1%,0%,2%,3%,-3%,-2,-3%,2%
Cc1c(Cl)cnc(NC(=O)COC(=O)c2ccc3c(c2)OCO3)c1Cl,0%,10%,-3%,-5%,0%,-5%,-6%,-5%,0,29%,8%
Cc1nc(NC(=O)CSc2nc3cccnc3n2C2CCCCC2)sc1C,2%,-23%,-3%,1%,u,-6%,u,1%,5,-7%,u
CC1CCN(C(=O)CN2C(=O)c3cccc4cccc(c34)C2=O)CC1,-1%,-27%,9%,-1%,-3%,-1%,-18%,4%,-3,6%,6%
CNC(=O)COc1ccc(Cl)c2cccnc12,-2%,20%,-3%,-21%,u,0%,-7%,-1%,5,-40%,u
COc1ccc(Cl)c2c1[nH]c1nc(SCc3ccccn3)nnc12,6µM*,u,2.8µM*,1.8µM*,21µM*,23%,29%[10 µM],u,1,31%,u
Cc1nn(Cc2ccccc2Cl)c(C)c1NC(=O)CCCn1nc(C)c([N+](=O)[O-])c1C,0%,-10%,1%,-1%,-2%,-1%,1%,0%,-3,28%,u
CCOC(=O)Cn1cc(C#N)c(=O)[nH]c1=O,-1%,3%,-6%,-1%,0%,2%,0%,0%,3,2%,2%
Cc1ccccc1NS(=O)(=O)c1ccc(C(=O)N2CCCC(C(F)(F)F)C2)cc1 (centres undefined),3%,-16%,1%,-14%,2%,-3%,x,-3%,8,x,-1%

# Profiles as entered above. Values in the order: FLuc counter | BRCA1 expr up | NPC1 prom act | Rab9 prom act | ELG1 genotoxic | Tb PFK inh | Gal4-VP16 FLuc | p53 reactivator | TRPV1 agonist | RORg inh | ELG1 repair inh
# Entry for Cc1ccc(C2=NS(=O)(=O)N(C)C(C(=O)NCc3ccc(F)cc3)=C2)cc1 : -24% | 11% | -8% | 6% | 4% | 0% | 1% | x | u | -2% | u
# Entry for O=C1Nc2ccc(Br)cc2C1(O)c1ccccc1 (centres undefined) : -1% | -31% | -7% | -1% | -1% | -1% | 4% | -4% | -1 | 8% | 11%
